IL-2 act – activators of IL-2. IL-2 activation reporter assay, cell-based qHTS; stimulated with anti-CD3/CD4/CD28 beads; in transgenic mouse T cells. activation, % (series mostly up to about 46 µM). 360,000 compounds, 0.065% hits. AID 652025; in the data active = activation above about 50%; inconclusive = mostly about 30% to 49%; also: 0% is about no effect
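EGFP and DsRed fluorescence is measured by plate cytometry in unstimulated transgenic mouse T cells exposed to compound for 60 minutes, then stimulated 18 hours at 37 degrees C with anti-CD3/anti-CD4 beads plus anti-CD28.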
Nrf2 ARE act – activators of Nrf2 (ARE) signaling | AREc32 ARE-luciferase reporter (MCF7-derived line), luminescence, 24 h | Potency, µM (top dose mostly 46.1 µM), for the others: top-dose activation, actives largely listed as activators | AID 624171 | 410,000 compounds, 0.31% hits; also: potency is read from the fitted curve at half-maximal effect; % of control where 0% means no effect; nearly all actives have a fitted effect of over 65% in size
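Cells of the AREc32 ARE-luciferase line are plated in OPTI-MEM containing 5% FBS and left overnight at 37 deg C. Compounds are pinned in, incubation continues 24 hr, and firefly luciferase signal is then measured.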
TGFb inhibitor – inhibitors of TGF-b signaling; AID 588855; Potency, µM (highest dose often 46.1 µM), for inactives: at the top dose activity, negative = inhibition, actives largely listed as inhibitors; 410,000 compounds, 1.2% hits; HepG2 CAGA-GFP TGF-b/SMAD3 reporter, GFP fluorescence, 18 h; TGF-beta stimulated, 500 pg/mL final; also: potency is read from the fitted curve at half-maximal effect; % is scaled to controls: 0 for no effect and ±100 for the full control effect; nearly all actives have a fitted effect of over 65% in size
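Using HEPG2 CAGA-GFP reporter cells at 1000 cells/well, we pinned test compounds, stimulated with recombinant TGF-beta (500 pg/mL final) and measured total well GFP after 18 h.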
EPAC2 ag – activates human EPAC2 exchange factor. Potency, µM (titrated, usually from 154 µM), for the others: at the top dose activation, hits mostly activators. EPAC2 activation, biochemical qHTS; response scale: 100% = 6.5 mM cAMP response. Q8WZA2. 360,000 compounds, 0.079% hits; also: potency is read from the fitted curve at half-maximal effect; nearly all actives have a fitted effect of over 50% in size
Target sequence (Q8WZA2 whole entry, looked up): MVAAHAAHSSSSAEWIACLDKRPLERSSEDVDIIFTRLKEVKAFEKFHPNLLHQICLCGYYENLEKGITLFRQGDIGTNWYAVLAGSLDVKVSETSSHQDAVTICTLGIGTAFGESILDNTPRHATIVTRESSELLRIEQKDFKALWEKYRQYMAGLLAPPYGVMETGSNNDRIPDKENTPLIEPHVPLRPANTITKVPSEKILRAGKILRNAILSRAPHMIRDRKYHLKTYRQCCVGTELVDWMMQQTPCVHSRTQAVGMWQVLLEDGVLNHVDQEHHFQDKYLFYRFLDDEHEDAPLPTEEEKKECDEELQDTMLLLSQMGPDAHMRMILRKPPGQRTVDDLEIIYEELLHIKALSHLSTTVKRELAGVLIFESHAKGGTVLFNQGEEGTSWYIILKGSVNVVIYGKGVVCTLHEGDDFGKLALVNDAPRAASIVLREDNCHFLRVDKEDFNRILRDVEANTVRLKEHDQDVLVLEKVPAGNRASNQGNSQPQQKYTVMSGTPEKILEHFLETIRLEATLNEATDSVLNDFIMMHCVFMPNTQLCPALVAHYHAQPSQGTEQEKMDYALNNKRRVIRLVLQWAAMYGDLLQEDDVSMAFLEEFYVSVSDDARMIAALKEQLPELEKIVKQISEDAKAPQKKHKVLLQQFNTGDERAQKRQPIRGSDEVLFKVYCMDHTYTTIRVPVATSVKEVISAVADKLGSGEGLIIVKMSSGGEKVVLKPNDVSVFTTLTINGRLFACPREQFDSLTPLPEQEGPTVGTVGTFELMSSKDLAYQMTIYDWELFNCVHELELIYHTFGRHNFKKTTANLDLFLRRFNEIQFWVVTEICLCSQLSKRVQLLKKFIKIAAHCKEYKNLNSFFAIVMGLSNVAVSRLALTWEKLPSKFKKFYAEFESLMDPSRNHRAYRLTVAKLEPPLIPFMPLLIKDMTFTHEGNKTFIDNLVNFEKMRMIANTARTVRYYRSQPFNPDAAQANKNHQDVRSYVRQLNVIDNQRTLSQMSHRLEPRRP
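Nucleotide exchange monitored as fluorescence drop when BODIPY-GDP leaves Rap1B. Reaction: 100 nM EPAC2, 250 nM RAP1B-BODIPY-GDP, 50 uM GDP, room temperature, kinetic read over 30 min. Activity expressed relative to 6.5 mM cAMP.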
ATXN viability – reduces viability in counter-screen for ATXN expression inhibitors; S2 cells (HEK-293 line with an ATXN2-luciferase reporter) viability, CellTiter-Fluor protease fluorescence, 24 h; Potency, µM (doses to about 56.7 µM), actives largely listed as cytotoxic; 400,000 compounds, 0.49% hits; also: potency is read from the fitted curve at half-maximal effect; nearly all actives have a fitted effect of over 40% in size
HepG2 tox – counter-screen for TGF-b inhibitors: cytotoxicity in HepG2 cells. Potency, µM (titrated, usually from 46.1 µM), for the others: top-dose activity change, negative = cytotoxicity, hits mostly cytotoxic. 410,000 compounds, 0.76% hits. HepG2 CAGA-GFP viability, ATP luminescence, 18 h; also: potency is read from the fitted curve at half-maximal effect; some results filed as inactive show a strong effect at the top dose
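CellTiter-Glo luminescence gave cytotoxicity after 18 hours at 37 degrees C. The cells were HepG2 CAGA-GFP in 1% FBS DMEM, stimulated with 500 pg/mL TGF-beta after compound addition. %Activity was normalised to no-cell wells (complete cell-killing) and DMSO (no toxicity), and curves were fitted and classified.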
Nrf2 block – blocks Nrf2 signaling. A549 ARE-Fluc reporter, luciferase luminescence, 18-24 h. 360,000 compounds, 2.1% hits. Potency, µM (highest dose often 46 µM), inactives show at the highest dose activity change, negative = inhibition, usual class: inhibitors; also: potency is read from the fitted curve at half-maximal effect; % is scaled to controls: 0 for no effect and ±100 for the full control effect; nearly all actives have a fitted effect of over 60% in size
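Two sequential reads on A549 ARE_Fluc cells exposed to compound for 18-24 h: a CellTiter-Fluor fluorescence read for viability, then a luciferase luminescence read for Nrf2/ARE activity.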
A549 tox – kills or reduces viability of A549 cells in Nrf2 counter-screen. A549 ARE-Fluc cells, CellTiter-Fluor viability, 18-24 h. Potency, µM (highest dose often 46 µM), for inactives: at the highest dose activity change, negative = cytotoxicity, usual class: inhibitors. 390,000 compounds, 0.16% hits. AID 504648; also: potency is read from the fitted curve at half-maximal effect; % is scaled to controls: 0 for no effect and ±100 for the full control effect
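A549 ARE_Fluc cells in 5% FBS OPTI-MEM were exposed to compounds in concentration-response for 18-24 h at 37 deg C. Viability was read by CellTiter-Fluor fluorescence (Ex 405/Em 525) after 30 min, before the luciferase read.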
ATXN2 expr inh – inhibitors of ATXN2 expression; HEK-293 ATXN2-luciferase reporter, luminescence, 24 h; Potency, µM (series often up to 57 µM), for the others: at the top dose activity change, negative = inhibition, usual class: inhibitors; 360,000 compounds, 0.72% hits; also: potency is read from the fitted curve at half-maximal effect; % is scaled to controls: 0 for no effect and ±100 for the full control effect; nearly all actives have a fitted effect of over 55% in size
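ATXN2-luciferase reporter cells (luciferase flanked by upstream and downstream ATXN2 gene portions) were treated 24 h at 37 °C with compounds at up to 57 uM. SteadyGlo luminescence gave expression; GF-AFC fluorescence gave viability.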
The depositor's hits bear a star; i = inactive; ? = inconclusive; · = not tested or not shown; [ ] = remark or other dose. Unless noted, calls follow the shape of the dose curve; as a rule, active = well fitted curve in the direction sought with a large enough effect; inconclusive = small, poorly fitted or top-dose-only effect, or another doubt; inactive = no such curve, though single readings can be large; an effect the other way counts as inactive or inconclusive.

SMILES | IL-2 act | Nrf2 ARE act | TGFb inhibitor | EPAC2 ag | ATXN viability | HepG2 tox | Nrf2 block | A549 tox | ATXN2 expr inh
CCOC(=O)CC1(NC(=O)c2cc(COc3c(F)cccc3F)on2)CCCCC1 | 0.1 | -0.2% | -21% | 17% | i | -21% | 1% | -4% | ·
O=C(CCC(=O)N(CC(=O)NC1CCCCC1)Cc1ccccc1)Nc1ccccn1 | 2.9 | 0.8% | -3% | 1% | i | 3% | -10% | -4% | -2%
Brc1ccc(CNc2cc3c(cc2Br)OCCO3)cc1 | -0.1 | 0.6% | 9% | 5% | i | -37% | ? | 8% | -33%[11.3 µM]
Cc1cccc(C)c1NC(=O)CN(C)C(=O)C(c1ccccc1)c1ccccc1 | -2.6 | 0.3% | 1% | 7% | i | 14% | -5% | 3% | ?
CSc1cc(/C=N/O)c(SC)s1 | 0.2 | 0.0% | -7% | 5% | i | 0% | · | -1% | -15%
CC(C(=O)Nc1nc2ccccc2s1)n1cc([N+](=O)[O-])cn1 (configuration not stated) | -0.4 | -0.2% | 9% | -5% | i | 0% | -16% | -19% | -15%
COc1ccc([N+](=O)[O-])cc1NC(=O)c1cc(C)c(C)o1 | 0.7 | 0.1% | 4% | 5% | i | -30% | -17% | -3% | ·
CCOC(=O)/C=C(/C)N1N=C(c2ccc(OC)cc2)CC1c1cccc([N+](=O)[O-])c1 (configuration not stated) | -0.3 | ? | -19% | 15% | i | -45% | 19% | 16% | 30%
CCc1nccn1S(=O)(=O)c1ccc(C)c(C)c1 | -0.1 | -0.7% | 31% | 12% | i | -8% | · | ? | 1%
Cn1c(C(=O)O)c(CC(=O)Nc2ccccc2F)c2ccccc21 | 0.6 | 0.7% | -9% | 8% | i | -2% | -1% | 4% | -6%
O=C(NC(=O)c1csnn1)Nc1ccccc1Cl | -2.4 | 0.3% | 0% | 9% | i | 1% | ? | 10% | 31%[activator]
CS(=O)(=O)N1CCCCC1c1cc(C(=O)Nc2cccc(C#N)c2)no1 (configuration not stated) | 2.1 | 0.4% | 1% | 3% | i | -18% | · | · | 10%
Cc1cc2c(cc1C)NC(=O)CC(c1ccccc1)=N2 | 0.2 | 4.8% | 0% | -8% | i | 9% | ? | -5% | 104%[activator]
C/C(=N\NC(=O)c1c(Cl)c(C)nn1C)c1cccc(NC(=O)COc2ccc(Cl)cc2)c1 | 0.3 | -0.5% | 3% | -10% | i | -19% | -9% | -5% | 4%
O=C(c1ccco1)N1CCN(C(=O)c2ccccc2Oc2ccccc2)CC1 | -1.1 | 0.4% | -6% | 5% | i | -1% | -8% | -1% | -5%
COc1ccc2c(C)nc(Nc3nc(C)cc(C)n3)nc2c1 | -1.1 | -0.2% | -20% | 8% | i | -4% | -3% | -5% | -13%
CC1(C2CC2)NC(=O)N(CC(=O)N2CCN(c3ccccc3F)CC2)C1=O (configuration not stated) | -0.9 | 4.0% | 29% | 2% | i | -1% | · | · | ·
Cn1ccnc1SCC(=O)Nc1cccc(C#N)c1 | -0.6 | -0.8% | -7% | -4% | i | 1% | -5% | 1% | 11%
CCOC(=O)c1cc(OC(=O)c2cccs2)n(-c2ccccc2)n1 | 0.6 | -0.3% | -19% | 8% | i | -34% | -23% | -1% | -2%
COc1ccc(-c2cc(Cl)cc3c(=O)c4ccccc4n(C)c23)cc1F | -0.2 | -0.4% | -8% | 16% | · | 12% | 6% | ? | -5%
COC(=O)c1ccccc1NC(=O)C(=O)NCc1ccncc1 | 0.9 | -0.3% | -18% | -5% | i | 11% | ? | 11% | -14%[11.3 µM]
CCCc1nc2c(C)cc(Br)cn2c1Cc1ccsc1 | -0.1 | 16% | ? | 10% | i | -12% | · | · | 0%
CS(=O)(=O)N(CCc1ccccc1)CC(=O)NCc1cccnc1 | -2.2 | -0.5% | 11% | -7% | i | 9% | · | 2% | 5%
CC1CCC(CN2CCN=C2N(C)C)CC1 (configuration not stated) | 0.7 | -0.6% | -2% | 13% | i | -7% | -17% | ? | -3%
COc1ccccc1-c1ocnc1C(=O)N1CCN(S(=O)(=O)c2ccc(NC(C)=O)cc2)CC1 | -2.5 | 0.3% | -18% | 1% | i | 3% | 0% | 2% | -9%

Carrying on.
SMILES | IL-2 act | Nrf2 ARE act | TGFb inhibitor | EPAC2 ag | ATXN viability | HepG2 tox | Nrf2 block | A549 tox | ATXN2 expr inh
COCCN1C[C@@H](CO)O[C@@H](n2cnc3c(NCc4ccc(F)cc4)ncnc32)C1 | 0.9 | -1.3% | 1% | 6% | i | 9% | · | · | 1%
COc1ccc(CN(C)CC(=O)NC(C)c2ccccc2)cc1OC (configuration not stated) | -4.7 | -0.4% | 1% | 4% | i | -3% | -17% | 7% | -23%
COc1ccc(Cl)cc1-n1c(CCC(=O)O)ccc1-c1ccc(C)cc1 | · | 8.9% | ? | · | i | -21% | 5% | -8% | -6%
COc1ccc(CCNCCC(=O)Nc2c(C)cc(C)cc2C)cc1OC | 2.5 | -0.1% | 4% | 9% | i | -14% | 0% | -1% | -9%
CC1=C(C(=O)Nc2ccc(C)cc2)C(c2ccccc2Cl)n2nnnc2N1 (configuration not stated) | · | 0.0% | 2% | · | i | -4% | 12% | -3% | -3%
CS(=O)(=O)N1CCC2(CC1)OCCN2S(=O)(=O)c1ccccc1 | -2.3 | -0.5% | 6% | 3% | i | 9% | -17% | 4% | 8%
Cc1ccc(-c2nc3c(Cl)cc(C(F)(F)F)cn3c2Cc2cccc(Cl)c2)cc1 | -0.9 | 9.0% | · | 4% | i | · | · | · | 7%
COc1cc(C(=O)NCc2nnc(SCC(=O)Nc3cc(C)cc(C)c3)o2)cc(OC)c1OC | 0.8 | -0.1% | -4% | -1% | ? | -16% | -5% | -8% | 4%
O=c1c2ccccc2nc(-c2ccc([N+](=O)[O-])cc2)n1O | -0.2 | 9.7% | -20% | 5% | i | 1% | -24% | -5% | -26%
O=c1[nH]c(C2CCN(S(=O)(=O)c3ccccc3)CC2)nc2c1nnn2Cc1ccc2c(c1)OCCO2 | 0.7 | 3.8% | ? | -1% | i | -9% | 3% | 1% | ·
Cc1ccc(N2C(=O)C3C4C=CC(C4)C3C2=O)cc1C (configuration not stated) | -2.2 | -0.5% | 21% | -5% | i | -36% | · | -3% | 8%
CC(=O)c1ccc(N2CCN(C(=O)C3CCC3)CC2)cc1 | 0.6 | -0.6% | -20% | 9% | i | -5% | 1% | -5% | 25%
O=c1c2ccccc2c(C=Nc2ccc(S(=O)(=O)N3CCCCC3)cc2)c(O)n1-c1ccc(Cl)cn1 | 0.0 | 0.3% | -16% | 2% | i | -9% | 9% | -16% | -6%
Cc1cccc(NC(=O)CSc2nncn2N)c1C | -3.2 | 0.1% | -10% | 4% | i | -3% | · | · | ·
CCN(CC)C(=O)CSc1nc2ccc(NC(=O)CSc3nccn3C)cc2s1 | 1.3 | 0.8% | -2% | 9% | ? | -10% | ? | ? | 8%
CCN(CC)C(=O)c1ccc2c(c1)N(Cc1ccc(C(F)(F)F)cc1)C(=O)c1ccccc1S2 | · | 0.0% | ? | · | i | -46% | 12µM* | -2% | ?
CC(=O)Nc1ccc(N)cc1 | 0.6 | 0.2% | -6% | 3% | i | -10% | -9% | -4% | -2%
Cc1nnc(SCC2=C(C(=O)O)N3C(=O)C(NC(=O)Cn4nc(C)c(Cl)c4C)C3SC2)s1 (configuration not stated) | 2.2 | 6.4% | 3% | -2% | i | -8% | 8% | 1% | 3%
Cc1ccc(S(=O)(=O)NN2C(=O)/C(=C/c3ccc(C(=O)O)cc3)SC2=S)cc1 | -2.1 | -0.4% | -2% | 4% | i | -21% | 3% | -12% | -6%
Cc1cc(O)cc(O)c1C(=O)Cc1cscn1 | -0.6 | 0.4% | 24% | 11% | i | 8% | · | 0% | ?
CCCCN1C(=S)NC[C@@H]1Cc1ccccc1 | 0.0 | -0.6% | -4% | 2% | ? | -17% | 3% | -1% | ?
O=C(O)CCCC(=O)N1N=C(c2ccccc2)CC1c1ccc2c(c1)OCO2 (configuration not stated) | 0.1 | 2.5% | 0% | 22% | i | -1% | -13% | 4% | -21%
CCN1C(=O)/C(=C2/Sc3ccc(OC)cc3N2C)SC1=Nc1ccc(OC)cc1 | 3.3 | 2.0% | -1% | 2% | i | -13% | 3% | -2% | 30%
CCOC(=O)Cn1nc(/C=C/c2ccccc2)ccc1=O | 0.0 | 3.1% | 3% | -3% | i | 8% | · | -2% | 1%
O=C(N/N=C/c1ccc2c(c1)OCO2)c1ccc2ccccc2n1 | -2.5 | 9.3% | ? | -2% | i | -18% | 16% | 12% | 47%[activator]
COc1cc(N2C(=O)C=CC2=O)c(OC)cc1Cl | -3.6 | -0.6% | 11µM* | 10% | 20µM* | -91% | ? | ? | ?
Cc1ncsc1CCOC(=O)c1cccnc1 | -2.2 | 0.4% | 0% | -1% | i | 0% | 1% | 0% | -3%
Cc1cc(C)c(/C=C/c2onc(C)c2S(=O)(=O)N2CCC(C(=O)NCC(C)c3ccccc3)CC2)c(C)c1 (configuration not stated) | · | 3.3% | ? | · | · | -20% | · | -1% | ·
CCN1C(=O)C2C(c3cccc(F)c3)NC(CC)(C(=O)OC)C2C1=O (configuration not stated) | -3.0 | -0.3% | -2% | 9% | i | -30% | 4% | 15% | -3%

Single records, as listed above. Order of screens: IL-2 act	Nrf2 ARE act	TGFb inhibitor	EPAC2 ag	ATXN viability	HepG2 tox	Nrf2 block	A549 tox	ATXN2 expr inh
`COc1cc(N2C(=O)C=CC2=O)c(OC)cc1Cl` is listed with -3.6	-0.6%	11µM*	10%	20µM*	-91%	?	?	?
`CCOC(=O)Cn1nc(/C=C/c2ccccc2)ccc1=O` is listed with 0.0	3.1%	3%	-3%	i	8%	·	-2%	1%

Assay outcomes: PubChem, National Center for Advancing Translational Sciences (NCATS)
